Screening results as filed in PubChem.
Pin1 inh: inhibitors of human Pin1 | Q13526 | Pin1 FP peptide displacement, HiFluor488, 10 min | Potency, µM (series often up to 115 µM), inactives show at the highest dose activity, negative = inhibition, actives largely listed as inhibitors | 390,000 compounds, 0.009% hits; active = well fitted inhibition curve with a large enough effect in the polarisation, with a control signal flat, not every such curve was filed as active; inconclusive = small, poorly fitted or top-dose-only effect, or effect the other way, or a change in a side signal; inactive = no such curve, though single readings can be large or run the other way; the % refers to the polarisation; note: potency is the fitted concentration of half-maximal effect; % is set by controls: 0 for no effect and ±100 for the full control effect
Target sequence (Q13526 whole entry, looked up): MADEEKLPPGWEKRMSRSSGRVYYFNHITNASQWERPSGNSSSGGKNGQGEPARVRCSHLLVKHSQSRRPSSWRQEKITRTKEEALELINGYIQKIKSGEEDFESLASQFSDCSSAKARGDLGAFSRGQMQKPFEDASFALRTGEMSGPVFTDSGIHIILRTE
HP1b binding inh: HP1-beta chromodomain-methylated histone interaction inhibition. P83916. AlphaScreen HP1-beta / biotin-H3K9me3 peptide binding. Potency, µM (series often up to 114 µM), without a hit: at the top dose activity change, negative = inhibition, hits mostly inhibitors. 390,000 compounds, 0.56% hits. AID 540317; note: potency is the fitted concentration of half-maximal effect; nearly all actives have a fitted effect of over 70% in size; inactives centre near 23
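Compound inhibition of the preformed complex between 50 nM HP1-beta and 50 nM biotinylated H3K9me3 peptide was read by AlphaScreen. Buffer was PBS pH 7.4 with 0.01% Tween-20. Incubations ran 30 min at room temperature, with 10 ug/mL donor/acceptor beads.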
PI4K2A inh: inhibitors of human PI4K2A; Q9BTU6; purified PI4K2A, ADP-Glo luminescence, 1 h; active compounds read low; activity change, negative = inhibition, % at 76.9 µM; 420,000 compounds, 0.13% hits; AID 1346378; in the data active = activity change below about -50%; inconclusive = mostly about -30% to -49%;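 note: -100% = wells without enzyme as full effect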
Target sequence (Q9BTU6 whole entry, looked up): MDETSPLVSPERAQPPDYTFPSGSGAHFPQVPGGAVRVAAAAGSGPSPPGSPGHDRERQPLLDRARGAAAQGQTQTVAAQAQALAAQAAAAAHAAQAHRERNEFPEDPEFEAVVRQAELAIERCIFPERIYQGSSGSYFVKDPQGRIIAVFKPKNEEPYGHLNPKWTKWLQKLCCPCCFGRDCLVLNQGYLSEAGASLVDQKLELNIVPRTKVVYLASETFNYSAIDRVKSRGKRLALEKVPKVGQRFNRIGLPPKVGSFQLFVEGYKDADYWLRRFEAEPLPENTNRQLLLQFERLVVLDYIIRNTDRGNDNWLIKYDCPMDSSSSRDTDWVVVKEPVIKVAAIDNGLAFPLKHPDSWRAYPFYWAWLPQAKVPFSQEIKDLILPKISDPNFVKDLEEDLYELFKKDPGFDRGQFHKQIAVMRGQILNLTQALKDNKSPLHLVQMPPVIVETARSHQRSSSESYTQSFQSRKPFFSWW
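In this quantitative HTS, ADP production by PI4K2A was quantified luminescently after 1 h at ambient temperature; 100 microM adenosine served as plate-quality control.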
G9a block: G9a (human) methyltransferase inhibition | 350,000 compounds, 8.8% hits | Q96KQ7 | Potency, µM (top dose mostly 102 µM), for the others: at the highest dose activity, negative = inhibition, actives largely listed as inhibitors | G9a H3K9 monomethylation, AlphaScreen, 2 h; note: potency is the fitted concentration of half-maximal effect; % is set by controls: 0 for no effect and ±100 for the full control effect; nearly all actives have a fitted effect of over 75% in size
Target sequence (Q96KQ7 913-1193 limits assumed): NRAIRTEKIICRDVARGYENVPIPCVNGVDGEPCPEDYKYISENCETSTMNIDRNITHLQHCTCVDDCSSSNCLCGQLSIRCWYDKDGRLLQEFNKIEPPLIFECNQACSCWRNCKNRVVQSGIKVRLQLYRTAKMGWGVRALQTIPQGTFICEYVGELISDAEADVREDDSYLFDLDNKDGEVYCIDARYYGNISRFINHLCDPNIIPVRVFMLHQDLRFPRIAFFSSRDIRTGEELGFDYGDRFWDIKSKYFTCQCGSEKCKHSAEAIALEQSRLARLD
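Using a bead-based AlphaScreen, monomethylated H3K9 product from 2 h room-temperature reactions (G9a 20 nM, peptide 500 nM, SAM 20 uM) was detected with 0.5 ug/mL rabbit anti-H3K9me1 antibody.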
GLS inhibitor: blocks human kidney-isoform glutaminase activity. O94925. GLS enzymatic activity, qHTS titration. Potency, µM (top dose mostly 45.5 µM), inactives show at the highest dose activity change, negative = inhibition, actives largely listed as inhibitors. 410,000 compounds, 0.21% hits; note: potency is the fitted concentration of half-maximal effect; % is set by controls: 0 for no effect and ±100 for the full control effect
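Assay buffer: 45 mM KH2PO4 pH 8.2, 0.02% Tween-20. hKGA acts on L-glutamine (1 mM solution added); product glutamate is reported by an oxidase/peroxidase Amplex Red coupling, with fluorescence taken at baseline and 30 min.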
Tb PGK inh: T. brucei PGK inhibition; P07378; PGK/GAPDH coupled, Kinase-Glo luminescence, 60 min; Potency, µM (top dose mostly 57.5 µM), inactives show top-dose activity change, negative = inhibition, actives largely listed as inhibitors; 380,000 compounds, 0.043% hits; AID 602233; note: potency is the fitted concentration of half-maximal effect; % is set by controls: 0 for no effect and ±100 for the full control effect; nearly all actives have a fitted effect of over 60% in size
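Luminescent ATP detection (Kinase-Glo Plus) follows a 60-minute room-temperature incubation, with wells lacking PGK as controls. Buffer: 100 mM TEA (pH 7.6), 5 mM MgCl2, 0.01% Tween-20. Coupling enzyme GAPDH (100 nM final) supplies unstable 1,3-BPG in-well.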
BAZ2B block: blocks human BAZ2B; Q9UIF8; AlphaScreen BAZ2B-H3K14Ac peptide displacement; Potency, µM (top dose mostly 114 µM), inactives show top-dose activity change, negative = inhibition, usual class: inhibitors; 360,000 compounds, 4.4% hits; AID 504333; note: potency is the fitted concentration of half-maximal effect; % is set by controls: 0 for no effect and ±100 for the full control effect; nearly all actives have a fitted effect of over 60% in size
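Protein-peptide AlphaScreen: BAZ2B 50 nM, b-H3K14Ac 50 nM, 1x PBS pH 7.4 + 0.01% Tween-20. Preincubation 30 min RT; cpd 30 min RT (top 110 uM); beads 20 min RT, light-protected.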
JMJD2A Tudor: JMJD2A Tudor domain (human) inhibition; O75164; AlphaScreen JMJD2A-Tudor / H3K4me3 peptide binding; Potency, µM (highest dose often 114 µM), inactives show top-dose activity change, negative = inhibition, usual class: inhibitors; 390,000 compounds, 4.4% hits; AID 504339; note: potency is the fitted concentration of half-maximal effect; % is set by controls: 0 for no effect and ±100 for the full control effect; nearly all actives have a fitted effect of over 50% in size
Pol eta inh: blocks human DNA polymerase eta activity | AID 588591 | Potency, µM (top dose mostly 114 µM), for the others: at the top dose activity change, negative = inhibition, most hits filed as inhibitors | 390,000 compounds, 1.2% hits | Q9Y253 | recombinant Pol eta, fluorescent DNA replication assay; note: potency is the fitted concentration of half-maximal effect; % is set by controls: 0 for no effect and ±100 for the full control effect
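Fluorescent replication assay: 50 nM final substrate added after a 15 min room-temperature compound preincubation with 10 nM enzyme. Signal taken at 0 min and again at 10 min.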
Numbers without * were called inactive; i = inactive; u = inconclusive; x = not tested or not shown; [ ] = remark or other dose. Unless noted, calls come from the whole dose curve; as a rule, active = well fitted curve in the direction sought with a large enough effect; inconclusive = small, poorly fitted or top-dose-only effect, or another doubt; inactive = no such curve, though single readings can be large; an effect the other way counts as inactive or inconclusive.

Pin1 inh | HP1b binding inh | PI4K2A inh | G9a block | GLS inhibitor | Tb PGK inh | BAZ2B block | JMJD2A Tudor | Pol eta inh | SMILES
-1% | 28% | 2 | u | 2% | -2% | 6% | -9% | -5% | Cc1ccc2[nH]c(C(=O)N3CCN(C=O)CC3)cc2c1
6% | 43%[activator] | -1 | 4% | -4% | i | -14% | -15% | -12% | O=C(NC(=O)N1CCCCC1)c1ccccc1
-7% | 21% | 0 | -20% | -6% | -1% | -21% | -21% | -2% | CCN(CC(=O)Nc1cc(C)c(Cl)cc1OC)CC(=O)NC1CCS(=O)(=O)C1 (stereo not given)
-6% | 34% | 1 | x | 0% | -11% | x | -13% | -13% | O=c1[nH]nc(-c2ccccc2)cc1-c1ccccc1
-10% | 42%[activator] | 0 | 12%[12.7 µM] | 6% | -3% | 7% | 2% | -21% | CC(=O)NC(Cc1c[nH]c2ccccc12)C(=O)N1CCN(S(=O)(=O)c2ccccc2)CC1 (stereo not given)
-1% | -20% | -6 | 11% | 3% | -5% | -22% | -12% | -10% | CCC(C)(C)NC(=O)C(c1ccc(O)cc1)N(Cc1ccco1)C(=O)CCC(=O)Nc1ccccn1 (stereo not given)
-8% | 31% | 1 | u | 0% | -9% | -38% | -22% | -9% | Cc1ccc(-c2cc(=O)c3ccccc3[nH]2)cc1
-12% | 10% | 0 | 15%[59 µM] | -1% | 5% | -9% | -9% | -1% | Cc1ccccc1C(=O)Nc1cccc(C(=O)OCc2cc(=O)n3ccsc3n2)c1
-1% | 0% | -10 | -36%[59 µM] | 2% | 7% | -21% | -29% | -1% | Cc1ccc(Cl)cc1N1CCN(S(=O)(=O)c2cc3[nH]c(=O)c(=O)[nH]c3cc2C)CC1
-5% | 30% | 2 | 1% | 3% | 0% | 6% | -5% | -6% | Cc1ccc(S(=O)(=O)N(CC(=O)Nc2ccc(F)cc2)C(=O)N2CCN(C)CC2)cc1
-11% | 27% | -1 | 24% | -4% | -8% | -2% | -6% | -4% | O=C(CN1C(=O)c2ccccc2C1=O)N1CCN(S(=O)(=O)c2ccccc2)CC1
0% | 16% | 2 | 20% | 1% | 6% | 13% | -10% | -1% | Cc1ccc(NC(=O)NNC(=O)C2CCN(Cc3ccc(F)cc3Cl)CC2)cc1
-7% | 29% | -2 | 11%[12.7 µM] | 2% | -7% | 3% | -10% | -3% | COc1ccccc1-c1nnc(SCC(=O)Nc2ccc(Cl)cc2Cl)o1
-2% | 58%[activator] | 7 | 1% | 7% | -8% | 12% | -4% | -17% | COc1ccccc1NC(=O)COc1ccc2ccccc2c1
1% | 25%[57 µM] | 6 | -1%[59 µM] | 7% | -6% | 5% | -2% | 7% | COc1cc(NC(=O)c2cc(S(=O)(=O)N3CCC(C)CC3)cn2C)cc(OC)c1OC
15% | -24% | -5 | u | -7% | -7% | -31% | -10%[11.4 µM] | -8% | Cc1cc(C(=O)OCC(=O)c2ccc3c(c2)OCCO3)c(C)o1
21% | 38% | 6 | -18%[12.7 µM] | -9% | -11% | u | -9% | -14% | CCOC(=O)c1ccc(NC(=O)c2nc[nH]c2C(=O)N2CCN(c3ccccc3)CC2)cc1
1% | 1% | 4 | -18%[59 µM] | -11% | -5% | -17% | u | -9% | CCCCCc1cc(=O)oc2c(C(CCN3CCCC3)c3cc(OC)c(OC)c(OC)c3)c(OC)cc(OC)c12 (stereo not given)
20% | 11% | 3 | -22%[59 µM] | 10% | -5% | 4% | -16% | -4% | COc1ccc(CC(=O)Nc2cccc(-c3nnc(-c4ccc(C)cc4)o3)c2)cc1OC
-4% | 24% | -4 | x | 16% | 1% | -4% | -4% | 8% | O=C(NCC1CCCO1)c1cccc(NC(=O)c2ccccc2)c1 (stereo not given)
0% | 12% | -1 | 45µM* | 4% | 4% | -36%[57.1 µM] | -27% | 8% | COC(=O)c1ccc(N2CCN(CC(=O)c3ccc(-c4ccccc4)cc3)CC2)c([N+](=O)[O-])c1
3% | 55%[activator] | -4 | 29%[59 µM] | 20% | i | 3% | -14% | -7% | O=C(NNC(=S)NC1CCCCC1)c1ccccc1Cl
-3% | 71%[activator] | -6 | 61%[activator] | 0% | -1% | -4% | 3% | -9% | O=C(COC(=O)C1(c2cccc(F)c2)CCCC1)NCc1cccs1
-1% | 32%[activator] | 9 | 9%[59 µM] | 6% | -9% | -3% | 0% | -4% | O=C(Nc1cc2c(cc1C(=O)c1ccccc1)OCCO2)c1ccc(Br)cc1
27% | 36% | -10 | 4%[59 µM] | -6% | x | 3% | 1% | x | CCCCOc1ccc(CNC(=O)C2CCN(c3nnc(-n4cccc4CNc4ccc(C)cc4)s3)CC2)cc1
-3% | -19% | -6 | u | 29% | 0% | u | u | -5% | Cc1ccc(-c2nc3ncccn3c2Nc2ccc3c(c2)OCCO3)o1
38%[activator] | 13% | 3 | -10%[59 µM] | -2% | -10% | 8%[57.1 µM] | -26% | -8% | Cc1ccc(C(=O)c2cn(CC(=O)NC3CCCCC3)c3nc(C)ccc3c2=O)cc1
-7% | 16% | -6 | x | 25% | -3% | x | -15% | -10% | COc1ccc(NS(=O)(=O)c2cc(C(=O)NNC(=O)c3ccncc3)ccc2OC)c(OC)c1
3% | 30% | 3 | 35%[59 µM] | 4% | 2% | -8% | -10% | -1% | Cc1nn(C)cc1/C=N/NC(=O)Cn1nccc1C
-1% | 31% | 0 | 11% | 0% | -8% | -19% | -14% | 0% | COc1ccccc1NC(=O)CCC(=O)Nc1nnc(C2CCCCC2)s1
29% | -19% | -20 | 5% | -8% | -2% | -16% | u | -5% | O=C(/C=C\Nc1ccc2c(c1)OCO2)c1ccc2c(c1)OCO2
0% | 15% | 0 | -1%[59 µM] | 2% | -3% | 2% | 1% | -10% | O=C(Nc1ccccc1)N1CCCCC1c1cccnc1 (stereo not given)
-8% | 10% | 3 | x | -13% | -10% | x | -25% | -19% | COCc1c(C(=O)OCC(=O)c2ccc[nH]2)oc2ccccc12
-2% | 49%[activator] | 2 | 9% | -1% | -4% | 5% | 2% | -16% | Fc1cc(Cl)ccc1NC1=NCCCCC1
-2% | 9% | 8 | u | 0% | i | u | -30% | -13% | O=C(/C=C/c1ccccc1[N+](=O)[O-])N1CCc2ccccc2C1
3% | 29% | 0 | 18% | 8% | u | -2% | -1% | -11% | Fc1cccc(NC(=S)NCCCN2CCOCC2)c1
0% | 16% | -1 | -19% | -5% | -1% | -5% | -17% | 6% | Cc1ccc(OCC(=O)Nc2nnc(C3CCCO3)s2)c(Br)c1 (stereo not given)
-7% | 11% | -3 | -12% | 4% | -5% | 3% | -7% | 15% | NC(=O)C1CCN(C(=O)/C(=C/c2ccco2)NC(=O)c2ccccc2)CC1
1% | 23% | -7 | 1%[59 µM] | 3% | -6% | -5% | -1% | 5% | O=c1c2cc3c(cc2n(Cc2cccc(F)c2)c(=O)n1Cc1nc(-c2ccccc2)no1)OCO3
u | 1% | -4 | 50µM* | 18% | x | -29% | -19% | -39% | CC(Sc1sc(=S)sc1SC(C)C(=O)O)C(=O)O (stereo not given)
6% | 19% | 0 | 1%[59 µM] | 1% | 10% | 6% | -1% | -9% | Cc1cccc(-c2nnc(SCC(=O)Nc3cccc(C(=O)N4CCOCC4)c3)n2C)c1
1% | 13% | -6 | -11% | 2% | i | -2% | -14% | -15% | CCC(CC)C(=O)N1CC(=O)Nc2ccc(C)cc2C1c1ccccc1 (stereo not given)
1% | 24% | 6 | 25%[59 µM] | -2% | -4% | x | 3% | 5% | CC(C)(C)NC(=O)Cn1ccc(=N)c2ccccc21
2% | 53%[activator] | 1 | x | 1% | 0% | -2% | -8% | -4% | C/C(CC(=O)Nc1ccc(Cl)c(C(F)(F)F)c1)=N\NC(=O)c1cnccn1
6% | -2%[57 µM] | -2 | 14% | -2% | -5% | -4% | -12% | -8% | COc1ccc(N2C(=NC(=O)C3CC3)SC3CS(=O)(=O)CC32)cc1Cl (stereo not given)
0% | -1% | 0 | u | 10% | i | -35% | u | -10% | COc1ccc(CNC(=O)Cc2csc(NC(=O)Nc3ccccc3OC)n2)cc1
-5% | -8% | 2 | 0% | 1% | -10% | -10% | -6% | -2% | Cc1ccc(NC(=O)CCC(=O)NNC(=O)c2ccccc2)c(C)c1
1% | 39% | 0 | -23% | 7% | -7% | -30% | 4% | -11% | CCOc1ccc(-c2cc(N3C(=O)Nc4ccccc4N3O)n[nH]2)cc1
12% | -18% | -3 | -1% | 69%[activator] | -5% | 6% | 1%[11.4 µM] | -18% | CCOC(=O)c1ccc(NC(=O)c2ccc(C)c(S(=O)(=O)N3CCOCC3)c2)cc1
-5% | 10% | 14 | u | 2% | -2% | -2% | -22% | 4% | CCOc1ccccc1N(CC(=O)Nc1ccc2c(c1)OCCO2)S(C)(=O)=O
-2% | 40%[activator] | 1 | x | -3% | 10% | x | -6% | -6% | N#C[C@H]1C(O)C(O)c2ccccc2N1C(=O)c1ccccc1 (stereo not given in full)
-3% | 21% | 1 | -6%[59 µM] | -1% | 13% | 11% | -10% | 3% | CCCn1nc(C(=O)N2CC(=O)Nc3ccccc32)c2ccccc2c1=O
6% | 52%[activator] | 0 | x | -6% | -11% | x | -13% | -21% | Cn1cccc1C(=O)OCC(=O)Nc1ccc2[nH]c(=O)[nH]c2c1

Record cards (already shown). Screens in order: Pin1 inh, HP1b binding inh, PI4K2A inh, G9a block, GLS inhibitor, Tb PGK inh, BAZ2B block, JMJD2A Tudor, Pol eta inh
CCC(CC)C(=O)N1CC(=O)Nc2ccc(C)cc2C1c1ccccc1 (stereo not given) is listed as 1%, 13%, -6, -11%, 2%, i, -2%, -14%, -15%
CCOC(=O)c1ccc(NC(=O)c2nc[nH]c2C(=O)N2CCN(c3ccccc3)CC2)cc1 is listed as 21%, 38%, 6, -18%[12.7 µM], -9%, -11%, u, -9%, -14%

An excerpt; rates above refer to the full screens.
